# Bioassay records from PubChem BioAssay.
# RXFP1 ag – RXFP1 (human) receptor agonism. hit rate 0.3% among 370,000. Potency, µM (series often up to 57.5 µM), for inactives: top-dose activation, hits mostly activators. Q9HBX9. HEK293T-RXFP1 cAMP TR-FRET, 30 min; response scale: percent of porcine relaxin response, buffer zero; note: potency is the fitted concentration of half-maximal effect; % is set by controls: 0 for no effect and ±100 for the full control effect; nearly all actives have a fitted effect of over 60% in size; many of its hits are not listed in these tables
#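 cAMP rise read by TR-FRET after 30 min, 37C compound exposure (up to 58 uM) in RXFP1-transfected HEK293 cells with Ro 20174 present. EC50 from Hill-equation fits, with 29 nM porcine relaxin as 100% and buffer as basal.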
# Anesthetic bind – candidate novel general anesthetic via apoferritin binding; AID 485281; apoferritin/1-aminoanthracene competitive binding, fluorescence; hit rate 0.074% among 350,000; Potency, µM (top dose mostly 77.5 µM), for inactives: at the highest dose activity change, negative = displacement, usual class: inhibitors; note: potency is the fitted concentration of half-maximal effect; % is set by controls: 0 for no effect and ±100 for the full control effect; nearly all actives have a fitted effect of over 20% in size
# Target sequence (P02791 2-175 limits assumed): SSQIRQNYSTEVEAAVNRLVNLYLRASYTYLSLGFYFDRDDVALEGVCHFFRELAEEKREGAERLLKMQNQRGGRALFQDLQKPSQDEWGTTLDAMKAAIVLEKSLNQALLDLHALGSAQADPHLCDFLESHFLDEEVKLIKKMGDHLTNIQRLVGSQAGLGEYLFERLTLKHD
#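 In PBS, apoferritin at 10 uM is loaded with 1-AMA from a 50% saturated solution. After 10 min of compound exposure at ambient temperature, reduced 535 nm fluorescence indicates probe displacement.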
# D2 PAM – positive allosteric modulators of human D2 dopamine receptor; hit rate 0.34% among 340,000; potentiation, % at 10 µM; HEK293 T-REx D2, calcium flux, EC20 dopamine potentiation; AID 485347; P14416;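 active = potentiation over 3 SD above the plate norm, cut at about 30% in these data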; note: 0% is about no effect
# Target sequence (P14416 whole entry, looked up): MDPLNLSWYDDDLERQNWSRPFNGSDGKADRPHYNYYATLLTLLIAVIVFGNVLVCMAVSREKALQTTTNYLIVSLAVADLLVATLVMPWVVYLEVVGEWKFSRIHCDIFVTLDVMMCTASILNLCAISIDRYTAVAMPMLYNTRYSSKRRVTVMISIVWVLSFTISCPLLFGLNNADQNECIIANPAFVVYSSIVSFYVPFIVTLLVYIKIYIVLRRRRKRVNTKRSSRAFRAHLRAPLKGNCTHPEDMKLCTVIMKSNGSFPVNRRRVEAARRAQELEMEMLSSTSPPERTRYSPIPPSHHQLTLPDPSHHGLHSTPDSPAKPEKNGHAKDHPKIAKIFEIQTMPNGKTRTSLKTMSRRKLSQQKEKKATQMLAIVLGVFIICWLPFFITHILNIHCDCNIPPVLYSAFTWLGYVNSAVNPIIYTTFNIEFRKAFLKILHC
#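 Calcium flux readout, no-wash dye, 1 read/s. Inducible HEK293 Trex D2 line, overnight 30 C. Compound alone 180 s (agonist flags), then EC20 dopamine, another 180 s to score potentiation.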
# D1 agonist – human D1 receptor agonism | HEK293 T-REx D1 cells, calcium flux, agonist mode | activation, % at 2 µM | hit rate 1% among 360,000 | AID 504660; in the data active = activation above about 30%; note: 0% is about no effect
#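 Agonism was scored from calcium flux recorded over 180 s (1 read/s) after pintool compound addition, following a 10-cycle baseline. Cells were inducible force-coupled HEK293 TREx D1, plated overnight at 30 C and loaded with no-wash calcium dye.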
# TRHR ag – activates the human TRH receptor; activation, % at 2 µM; hit rate 0.18% among 360,000; TRHR cells, calcium flux fluo-8, FDSS agonist mode; in the data active = activation above about 30%; note: 0% is about no effect
# Target sequence (P34981 whole entry, looked up): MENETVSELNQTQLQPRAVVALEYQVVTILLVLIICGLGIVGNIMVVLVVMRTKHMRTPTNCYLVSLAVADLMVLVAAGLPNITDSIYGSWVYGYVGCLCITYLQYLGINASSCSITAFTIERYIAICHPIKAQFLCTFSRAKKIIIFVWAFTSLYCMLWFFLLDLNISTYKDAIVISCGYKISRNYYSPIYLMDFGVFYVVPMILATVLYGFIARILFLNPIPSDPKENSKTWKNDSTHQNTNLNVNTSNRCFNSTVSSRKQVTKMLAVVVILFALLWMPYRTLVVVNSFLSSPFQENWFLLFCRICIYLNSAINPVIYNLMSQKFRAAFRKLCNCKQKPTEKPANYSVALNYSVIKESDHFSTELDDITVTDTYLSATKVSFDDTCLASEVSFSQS
#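 Fluo-8-loaded TRHR cells; 10 s baseline, compound added, kinetic Ca2+ fluorescence read 1/s, agonist mode.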
# RXFP1 antagonist – RXFP1 (human) relaxin receptor antagonism; Q9HBX9; HEK293-RXFP1, relaxin-stimulated cAMP HTRF, 30 min; active compounds read low; activity change, negative = inhibition, % at 57.5 µM; hit rate 0.59% among 350,000;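 active = activity change of -60% or lower, but not beyond a set lower limit; inconclusive = change between -60% and -40%, or beyond the set limit; inactive = change above -40%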; note: % is set by controls: 0 for no effect and ±100 for the full control effect
# D1 antag – human D1 dopamine receptor antagonism; P21728; HEK293 TREx D1 cells, calcium flux, dopamine EC80; active compounds read low; activity change, negative = inhibition, % at 10 µM; hit rate 3.2% among 360,000; AID 504652; in the data active = activity change below about -30%; note: % is set by controls: 0 for no effect and ±100 for the full control effect
#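 Allosteric or orthosteric antagonism assessed as attenuation of the calcium response to EC80 dopamine, added 180 s after compound, in induced HEK293 Trex D1 cells loaded with no-wash calcium dye.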
# D1 potentiator – human D1 dopamine receptor positive modulation; HEK293 TREx D1 cells, calcium flux, dopamine EC20 potentiation; potentiation, % at 10 µM; hit rate 0.036% among 360,000; AID 504651; in the data active = potentiation above about 30%; note: 0% is about no effect
# TRHR PAM – allosterically enhances the human TRH receptor | P34981 | hit rate 0.66% among 360,000 | TRHR cells, fluo-8 calcium fluorescence, EC20 TRH enhancement | enhancement, % at 2 µM | AID 493056; in the data active = enhancement above about 30%; note: 0% is about no effect
#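 TRHR-expressing cells loaded with fluo-8 calcium dye were read kinetically (ex 480/em 530) during compound addition, then stimulated with an EC20 of TRH (10 nM final). Enhancement of the Gq-mediated intracellular calcium response was scored.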
# Starred values were filed as active, the others as inactive; ? = inconclusive; . = not tested or not shown; [ ] = dose if it differs, or a comment. Unless noted, calls come from the whole dose curve; as a rule, active = well fitted curve in the direction sought with a large enough effect; inconclusive = small, poorly fitted or top-dose-only effect, or another doubt; inactive = no such curve, though single readings can be large; an effect the other way counts as inactive or inconclusive. These rows are one share of the data; rates above refer to the full screens.
# Values run as follows: TRHR PAM	TRHR ag	D1 agonist	D1 potentiator	Anesthetic bind	D1 antag	RXFP1 antagonist	D2 PAM	RXFP1 ag
1. COc1ccc(C(=O)N/C(=C/c2cccnc2)C(=O)N2CCN(C)CC2)cc1OC
    3.9	-1.1	1.2	5.9	2.2%	6.6	30.7	-2.9	-0.4%
2. CN(C)c1ccc(C2Nc3ccccc3C(=O)N2NS(=O)(=O)c2ccccc2)cc1 (stereo not given)
    1.8	-0.7	-2.7	-2.0	-12.8%	20.5	4.0	9.2	1.9%
3. O=C1C(=O)c2ccc(-c3ccccc3)cc2-c2ccccc21
    -18.0	2.7	0.6	3.9	1.6%	-0.8	-4.4	3.2	-0.7%
4. CCCCCC(=O)Nc1ccc(N2CCN(C(=O)CCC)CC2)cc1
    -10.6	0.2	0.3	-3.0	4.4%	-4.9	-2.2	-1.1	-0.4%
5. CCOc1ccc(C(C)(O)CN2CCOCC2)cc1 (stereo not given)
    2.7	-0.5	1.9	-1.6	-5.1%	5.8	-10.4	.	3.3%
6. Cc1ccc2[nH]c(=O)c3cc(C(=O)NC(C)C)sc3c2c1
    4.8	-0.6	7.4	-1.6	-6.4%	4.1	-12.4	5.4	6.7%
7. O=C(O)c1ccc(COc2c(F)c(F)cc(F)c2F)o1
    4.3	0.8	2.1	-2.8	-6.3%	-12.9	8.5	.	0.5%
8. O=C(NCc1ccco1)C(c1ccncc1)N(C(=O)Cn1nnc2ccccc21)c1ccccc1 (stereo not given)
    2.0	1.5	-1.6	-3.0	2.5%	17.1	-4.2	9.0	1.0%
9. COc1ccc(CC(=O)NC(C)c2nnc(SCc3nc4ccccc4c(=O)[nH]3)n2C)cc1 (stereo not given)
    1.9	-0.1	1.0	-3.5	-7.2%	0.3	-15.3	-1.3	0.7%
10. O=C(CNC(=O)C12CC3CC(CC(C3)C1)C2)Nc1ncccc1O
    12.9	0.2	2.7	-3.0	.	0.3	-7.0	-0.8	-0.2%
11. CC(=O)c1c(C)[nH]c2ccccc2c1=O
    -3.8	-0.4	1.0	-2.9	-4.1%	13.1	-2.9	-8.2	-0.3%
12. O=C(NCc1ccc(Cl)cc1)C1CCN(c2cnccn2)CC1
    -5.9	-0.6	1.2	-0.3	-3.3%	-2.0	-4.9	-17.9	15.4%
13. COc1cc(/C=N/OCC(=O)NC2CCCCC2)ccc1OCc1ccccc1
    -1.2	1.6	22.1	-1.1	2.7%	3.4	-5.2	0.8	-1.4%
14. CC(C)N1C(=O)c2ccccc2C1C(=O)NCCc1ccccc1 (stereo not given)
    -0.8	0.8	0.5	-4.0	-4.4%	-0.9	0.4	-4.7	-1.9%
15. O=C(COC(=O)c1cccs1)NCCC1=CCCCC1
    16.1	-1.5	2.8	-5.5	?	1.3	-1.6	15.2	0.7%
16. CCOc1ccc(OCC)c(Nc2nc3ccc(C(=O)c4ccccc4)cc3n3cnnc23)c1
    -5.6	-1.0	0.9	-1.2	4.7%	-7.1	-8.4	1.6	-0.3%
17. Cc1cc2cc(CNS(=O)(=O)c3ccccc3)ccc2n1C
    -0.6	0.9	1.1	-4.0	-22.0%	-0.1	11.8	13.3	5.2%
18. Cc1ccc(S(=O)(=O)Oc2ccccc2/C=N/Nc2ccc(C(=O)O)cc2)cc1
    -1.9	-0.2	2.8	-4.1	-10.2%	-18.7	-4.7	7.6	1.4%
19. COC(=O)c1cc(S(=O)(=O)NCc2ccccc2)c[nH]1
    0.7	0.3	0.1	-5.7	-19.8%	-9.1	.	5.7	1.2%
20. Cc1ccc(NC(=O)c2oc3ccccc3c2NC(=O)c2ccc(F)c(F)c2)cc1
    -5.4	0.7	4.0	-0.9	-9.8%	12.5	.	-0.6	0.5%

# By substructure: the entries above with a thiophene ring, fused or not
# Values run as follows: TRHR PAM	TRHR ag	D1 agonist	D1 potentiator	Anesthetic bind	D1 antag	RXFP1 antagonist	D2 PAM	RXFP1 ag
6. Cc1ccc2[nH]c(=O)c3cc(C(=O)NC(C)C)sc3c2c1
    4.8	-0.6	7.4	-1.6	-6.4%	4.1	-12.4	5.4	6.7%
15. O=C(COC(=O)c1cccs1)NCCC1=CCCCC1
    16.1	-1.5	2.8	-5.5	?	1.3	-1.6	15.2	0.7%

# An excerpt of these results, tab-delimited:
no.	Molecule	TRHR PAM	TRHR ag	D1 agonist	D1 potentiator	Anesthetic bind	D1 antag	RXFP1 antagonist	D2 PAM	RXFP1 ag
9	COc1ccc(CC(=O)NC(C)c2nnc(SCc3nc4ccccc4c(=O)[nH]3)n2C)cc1 (stereo not given)	1.9	-0.1	1.0	-3.5	-7.2%	0.3	-15.3	-1.3	0.7%
10	O=C(CNC(=O)C12CC3CC(CC(C3)C1)C2)Nc1ncccc1O	12.9	0.2	2.7	-3.0	.	0.3	-7.0	-0.8	-0.2%

# Following part.
# Values run as follows: TRHR PAM	TRHR ag	D1 agonist	D1 potentiator	Anesthetic bind	D1 antag	RXFP1 antagonist	D2 PAM	RXFP1 ag
21. CCCCCCNC1=NCCS1
    -12.4	-0.1	1.0	-9.1	-4.3%	-9.1	-1.3	.	1.0%
22. CCCOc1ccc(NC(=O)CC2C(=O)N(C)C(=S)N2Cc2cccs2)cc1 (stereo not given)
    -6.6	-0.3	0.5	6.8	-0.2%	4.2	-7.3	21.8	-1.3%
23. CCOc1ccc(C(=O)NC2CC(=O)N(c3ccc4c(c3)OCCO4)C2)cc1 (stereo not given)
    -3.8	-0.8	-0.1	-2.1	.	12.2	-16.9	-6.4	-0.5%
24. Cc1ccc(O)c(NC(=O)Cc2ccc3ccccc3c2)c1
    1.6	0.5	3.1	-1.2	?	-8.9	4.7	3.6	-1.9%
25. Cc1ccccc1CN1CCN(CC2CC2)CC1CCO (stereo not given)
    -2.6	0.2	-3.9	-2.5	-0.4%	1.1	2.5	7.9	0.5%
26. COc1cc(C(=O)Nc2ccc3c(c2)CCN3C(C)=O)cc(OC)c1OC
    7.7	1.0	1.2	1.4	-2.2%	-10.8	-15.2	13.4	0.0%
27. O=C(O)c1cn(Cc2ccccc2)c2ccccc2c1=O
    -6.4	0.0	7.5	-8.0	-8.7%	-3.7	-5.4	-3.8	3.2%
28. CCOC(=O)c1cc(NC(=O)c2ccc(C)cc2)c(=O)n2c1oc1ccccc12
    12.4	0.4	0.6	1.5	0.6%	2.9	.	-14.3	9.3%
29. C/C(=N/O)c1ccc2c(c1)OCCOCCOc1cc(/C(C)=N/O)ccc1OCCOCCO2
    -1.4	-0.7	-1.2	-3.9	7.0%	10.4	6.9	6.5	0.6%
30. COc1cc(C(=O)NCc2nnc(SCC(=O)c3ccccc3)o2)cc(OC)c1OC
    1.7	-1.0	2.1	-2.2	-22.2%	4.9	-12.8	-1.6	-0.8%
31. CC1CCN(Cc2c(O)ccc3c2O/C(=C\c2ccco2)C3=O)CC1
    -3.5	5.8	9.2	-7.8	29.0%	3.1	-9.1	-1.1	4.4%
32. NC(=O)c1ccc(F)cc1
    59.2*	1.8	3.8	-3.7	-13.8%	3.9	-0.4	4.5	1.7%
33. CCOC(=O)C1(Cc2ccccc2Cl)CCN(C(=O)CCn2ccnc2C)CC1
    -3.8	0.3	-0.5	-7.6	-9.7%	1.8	1.9	-7.8	-0.3%
34. O=C(NCC1CCCO1)c1nc2c(nnn2Cc2ccc(F)cc2)c(=O)[nH]1 (stereo not given)
    1.5	0.0	1.1	-2.6	-8.5%	5.6	1.7	1.6	1.4%
35. COc1ccccc1-c1nnc(SCC(=O)N2CCOCC2)n1-c1ccccc1
    -4.7	-0.2	1.0	0.9	-9.4%	-16.2	-2.4	1.5	-0.5%
36. CC(Sc1nnc(-c2ccco2)o1)C(=O)NCCC1=CCCCC1 (stereo not given)
    11.3	-0.8	0.9	-6.7	0.9%	4.3	-19.9	-2.3	1.9%
37. CCOC(=O)C1CCCN(C(=O)c2cn(CC)c(=O)c3cc(OC)c(OC)cc23)C1 (stereo not given)
    7.6	0.1	1.4	-1.8	5.7%	3.0	-10.0	-4.7	3.6%
38. CSc1ncc(C(=O)Nc2c(C)cccc2C)c(-c2ccccc2)n1
    29.7	-1.0	4.6	-2.6	35.3%[activator]	-0.6	1.6	-2.0	?
39. COc1ccc2[nH]c(C(=O)N(C)Cc3ccccc3)c(C)c2c1
    -1.2	-0.6	-0.6	1.3	-5.3%	0.1	-2.1	.	-2.0%
40. COCCCN1C(=O)/C(=C\c2cccs2)C(C(=O)OC)=C1C
    5.2	-0.2	0.1	-5.1	-8.8%	-4.5	5.1	13.3	5.8%
41. CCOC(=O)c1c(NC(=O)COC(=O)CC(NC(C)=O)c2ccccc2)sc(C(=O)NC)c1C (stereo not given)
    3.5	-0.1	0.1	-4.7	.	-8.6	-7.8	8.3	1.4%
42. Cn1cc(C=O)c2ccccc21
    3.5	0.8	2.0	2.1	-3.6%	0.1	2.1	-0.1	2.1%

# 3 entries out of the list above, ordered by their value in D1 potentiator, rising:
nr	molecule	D1 potentiator
27	O=C(O)c1cn(Cc2ccccc2)c2ccccc2c1=O	-8.0
33	CCOC(=O)C1(Cc2ccccc2Cl)CCN(C(=O)CCn2ccnc2C)CC1	-7.6
12	O=C(NCc1ccc(Cl)cc1)C1CCN(c2cnccn2)CC1	-0.3

# Down the list, from the results shown.
# Compounds 25–31 in TRHR PAM, in turn: -2.6, 7.7, -6.4, 12.4, -1.4, 1.7, -3.5
# Compounds 25–31 in RXFP1 antagonist, in turn: 2.5, -15.2, -5.4, ., 6.9, -12.8, -9.1
# Compounds 25–31 in RXFP1 ag, in turn: 0.5%, 0.0%, 3.2%, 9.3%, 0.6%, -0.8%, 4.4%
